Source: PubChem BioAssay (NCI)
NCI-60 one-dose screen, 48 h, at 10 µM unless noted. Numbers give growth in % (100 = growth as untreated, 0 = no growth, -100 = all killed).
OVCAR-5 = OVCAR-5 ovarian cancer; hit rate 2.9% among 82,000
OVCAR-3 = OVCAR-3 ovarian cancer; hit rate 7% among 79,000; AID 1794787
OVCAR-8 = OVCAR-8 ovarian cancer. hit rate 4.4% among 81,000. AID 1794782
OVCAR-4 = OVCAR-4 ovarian cancer cells | hit rate 3.7% among 80,000 | AID 1794784
SK-OV-3 = SK-OV-3 ovarian cancer cells | hit rate 3.2% among 80,000
U251 = U251 CNS tumor cells | hit rate 5.4% among 80,000 | AID 1794753
DU-145 = DU-145 prostate cancer; hit rate 4.2% among 81,000; AID 1794760
PC-3 = PC-3 prostate cancer cells | hit rate 3.9% among 80,000
SF-268 = SF-268 CNS cancer cells; hit rate 3.1% among 82,000
* marks the source's active call; other numbers are inactive results; . = no result given; & = joins results of further samples. How the source made its calls: active means growth percent below 10; inactive means the rest.

nr	SMILES	OVCAR-5	OVCAR-3	OVCAR-8	OVCAR-4	SK-OV-3
1	CCOc1ccc(-n2nc(C(=O)Nc3ccc(OC)c(O)c3)nc2-c2cc(OC)c(OC)c(OC)c2)cc1	102.4	97.8	78.7	99.8	112.5
2	O=C1CC2C=CCN2C=C1c1cccs1 (stereo not given)	98.5	109.3	97.9	106.3	99.5
3	Cc1[nH]n(C(N)=O)c(=O)c1N=Nc1ccc(S(=O)(=O)N=C(N)N)cc1	99.0	112.8	103.5	104.8	131.6
4	O=C(N/N=C/c1ccc([N+](=O)[O-])s1)c1[nH]c2ccc(Br)cc2c1-c1ccccc1	27.9	24.1	-8.6*	55.9	45.8
5	COc1ccc(-c2c3c(nn2Cc2ccccc2)CCc2cnoc2-3)cc1OC	98.2	113.7	84.2	96.2	114.7
6	CCCCN(CCCC)CC(O)c1cccc2cc(Cl)ccc12 (stereo not given)	75.7	104.7	99.2	74.3	87.2
7	Cc1ccc2nc(-c3ccc(C(=O)N/N=C/c4ccccc4)cc3)[nH]c2c1	83.6	113.3	99.7	106.8	99.4
8	O=S1(=O)NCCN1CCNc1nccc(-c2c(-c3cccc(O)c3)nc3sccn23)n1	91.9	107.7	103.2	131.2	97.4
9	O=C1CCC(C(=O)NN(c2ccccc2)c2ccccc2)N1 (stereo not given)	99.2	95.4	102.9	103.4	96.6
10	CCCCCCCCN(CCCCCCCC)CC(O)c1cc(-c2ccccc2)nc2ccc(OC)cc12 (stereo not given)	100.6	66.6	8.9*	78.4	103.0
11	Cc1ccc(NC(=O)CN2CCN(c3ncnc4c3cnn4-c3ccccc3)CC2)cc1	98.0	103.5	71.4	82.9	112.5
12	COC(=O)N[C@H]1CCc2c(Cl)c(OC)c(OC)c(OC)c2-c2ccc(SC)c(=O)cc21	38.5	-46.2*	15.4	39.5	40.3

nr	U251	DU-145	PC-3	SF-268
1	93.2	98.5	72.0	94.1
2	88.2	106.8	91.0	98.8
3	100.0	109.4	99.7	104.0
4	9.1*	20.4	26.5	36.4
5	89.1	107.1	87.8	112.9
6	79.0	86.4	57.1	79.9
7	116.0	106.8	100.0	98.4
8	120.1	105.6	78.5	115.6
9	102.6	100.7	14.3	83.2
10	15.7	82.6	32.3	38.3
11	86.5	92.5	65.5	80.7
12	21.5	-11.1*	21.1	20.2

Arranged by number of heavy atoms (lowest first): part of the list above
nr	SMILES	OVCAR-5	OVCAR-3	OVCAR-8	OVCAR-4	SK-OV-3
6	CCCCN(CCCC)CC(O)c1cccc2cc(Cl)ccc12 (stereo not given)	75.7	104.7	99.2	74.3	87.2
3	Cc1[nH]n(C(N)=O)c(=O)c1N=Nc1ccc(S(=O)(=O)N=C(N)N)cc1	99.0	112.8	103.5	104.8	131.6
5	COc1ccc(-c2c3c(nn2Cc2ccccc2)CCc2cnoc2-3)cc1OC	98.2	113.7	84.2	96.2	114.7

nr	U251	DU-145	PC-3	SF-268
6	79.0	86.4	57.1	79.9
3	100.0	109.4	99.7	104.0
5	89.1	107.1	87.8	112.9

Further structures
nr	SMILES	OVCAR-5	OVCAR-3	OVCAR-8	OVCAR-4	SK-OV-3
13	COc1cccc(C(=O)NC(c2ccc(C)cc2)c2cc(Cl)c3cccnc3c2O)c1 (stereo not given)	38.6	30.0	1.2*	24.9	16.2
14	O=C(N/N=C/c1c[nH]c2ccccc12)Nc1ccc(Cl)cc1	93.1	104.3	93.9	99.9	93.1
15	CC(=O)N1Cc2ccccc2C(C)Cc2ccccc21 (stereo not given)	104.3	113.3	105.2	103.4	106.4
16	CN(C)c1ccc(/C=C2\C(=O)Nc3c2ccc(Cl)c3Cl)cc1	107.8	109.9	107.7	98.2	97.4
17	[2H]C([2H])([2H])Oc1ccc(/C=C/C(=O)/C=C(O)/C=C/c2ccc(OC([2H])([2H])[2H])c(OC([2H])([2H])[2H])c2OC([2H])([2H])[2H])c(OC([2H])([2H])[2H])c1OC([2H])([2H])[2H]	101.8	82.9	81.5	68.4	97.6
18	O=C1C2=C(Nc3ccccc3N2)OC1c1ccc(Cl)cc1 (stereo not given)	92.0	103.9	94.3	100.8	102.5
19	Nc1nc2c(c(=O)[nH]1)C(c1ccc3c(c1)OCO3)C=C(C(=O)O)N2 (stereo not given)	114.3	123.5	105.6	103.2	117.9
20	CCOC(=O)Nc1nn[nH]n1	92.3	103.0	111.2	110.7	115.8
21	CCOC(=O)CCCCl	103.5	109.6	100.4	101.8	107.8
22	CCn1c(-c2ccc(Br)cc2)cc(-c2cccn2C)c(C#N)c1=O	109.5	116.2	96.4	95.6	100.7
23	COc1ccc(-c2nnc(COc3ccc(-c4nnc(N)s4)cc3)o2)cc1	101.1	101.4	99.4	81.4	105.1
24	CCCC(=O)OC1CCCCC1	96.1	103.8	99.5	96.8	106.2

nr	U251	DU-145	PC-3	SF-268
13	3.8*	15.3	22.8	6.7*
14	95.8	101.4	88.5	71.0
15	105.8	112.3	99.2	101.9
16	101.1	108.3	101.8	105.2
17	69.2	86.4	86.0	88.4
18	106.1	106.3	83.9	97.8
19	101.4	112.0	112.5	111.8
20	115.0	108.0	96.8	100.0
21	100.9	107.6	92.8	107.3
22	99.6	110.5	72.1	102.1
23	.	95.8	91.6	97.9
24	89.6	105.8	104.5	106.4

Remaining list, next part.
nr	SMILES	OVCAR-5	OVCAR-3	OVCAR-8	OVCAR-4	SK-OV-3
25	Cc1ccc(C)c(NC(=O)c2sc3c(=O)[nH]cnc3c2C)c1	126.8	70.7	98.2	.	101.1
26	COc1c(O[C@H]2O[C@@H](CO)[C@@H](O)C(O)C2O)cc2oc3cc(O[C@H]4O[C@@H](CO)[C@@H](O)C(O)C4O)c(CC=C(C)C)c(O)c3c(=O)c2c1CC=C(C)C (stereo not given in full)	101.2	107.8	96.2	108.9	103.9
27	COc1ccc(/C=C/C(=O)Nc2ccc(-c3nc4ccc(F)cc4s3)cc2)cc1	112.1	112.9	103.2	83.2	114.2
28	O=C1N/C(=N\c2nccs2)S/C1=C\C=C/c1ccccc1	61.8	50.7	13.7	44.5	77.7
29	NC1=C(O)C(=O)C(c2ccc3c(c2)CCC3)O1 (stereo not given)	113.0	110.9	108.1	100.2	123.6
30	CCOC(=O)C(C#N)(CC)CC	107.7	104.5	121.3	121.1	103.3
31	CCCNC(=O)/C(=C/c1c[nH]c2ccccc12)NC(=O)/C=C/c1cccs1	114.6	108.4	94.7	110.4	108.8
32	COc1ccc2c(c1)OC[C@@H](c1ccc(O)cc1O)C2	103.7	102.2	99.6	103.4	108.0
33	CCOC(=O)CSCC(=O)OCC	104.7	119.2	95.5	113.8	113.0
34	Cc1nn(-c2ccccc2)cc1/C=C(\C#N)C(=O)Nc1sc2c(c1C#N)CCCC2	105.8	.	100.6	98.6	96.2
35	CSc1nc2ccccc2c(=O)n1CCc1ccccn1	94.9	94.1	93.6	79.8	104.9
36	C=C(C)[C@@H]1CC[C@]2(C)[C@H](CC=C3[C@@H]4[C@@H](C)[C@H](C)CC[C@]4(C=NCCCNCCCCNCCCN)CC[C@]32C)[C@@]1(C)CCCN	88.2	91.3	95.7	109.6	98.1

nr	U251	DU-145	PC-3	SF-268
25	86.1	108.4	83.4	100.7
26	97.5	112.1	101.9	100.9
27	95.4	118.1	94.6	112.1
28	8.9*	49.1	46.6	39.2
29	102.6	109.4	90.0	.
30	105.6	105.0	111.0	107.7
31	95.2	102.2	97.4	92.5
32	93.6	103.1	91.0	90.1
33	95.4	107.1	100.5	110.7
34	102.9	100.7	90.9	102.2
35	97.2	102.2	85.3	95.8
36	94.5	106.5	82.7	90.2

(list continues)
nr	SMILES	OVCAR-5	OVCAR-3	OVCAR-8	OVCAR-4	SK-OV-3
37	O=C(/C=C/c1ccccc1)c1cccc(O)c1	101.5	106.2	92.3&86.5	104.7&106.0	107.0&104.5
38	CC(=O)NCCCCN1CCCCC1	.	106.9	111.0	106.6	104.8
39	COC(=O)C(Cc1ccccc1)NC(=O)NC(=O)NC(=O)CI (stereo not given)	95.9	-49.2*	81.8	57.7	111.5
40	O=Cc1ccc(OCC(=O)OCCCN2C(=O)c3ccccc3C2=O)cc1	102.8	97.5	98.5	89.5	102.6
41	C(=C\c1nc2ccccc2[nH]1)/c1nc2ccccc2[nH]1	110.9	109.0	97.6	97.1	98.4
42	O=C(O)CN1C(=O)/C(=C/c2cc3cc4c(cc3nc2Cl)OCO4)SC1=S	119.8	112.5	106.4	106.1	106.0
43	CC(C)C(C)(NC(=O)c1ccccc1)C(=O)O (stereo not given)	93.9	102.8	110.7	102.9	112.8
44	O=C(O)c1ccccc1N/N=C/c1ccccc1	104.6	104.4	90.6	109.7	102.5
45	Cc1cc(NCCCNc2ccnc3cc(Cl)ccc23)nc(Nc2ccc(C(=O)N3CCCCC3)cc2)n1	71.6	18.8	25.4	39.5	96.8
46	O=C(O)COc1cccc2cccnc12	108.3	104.0	100.8	102.8	113.3
47	O=C1/C(=C/c2ccc(Cl)cc2)C=C(c2ccc(F)cc2)N1Cc1ccccc1	89.3	72.1	57.7	54.7	91.5
48	O=C(NNc1nc2ccccc2nc1/C=C/c1cccc([N+](=O)[O-])c1)Nc1cccc(Cl)c1	92.7	99.4	87.7	63.4	91.7

nr	U251	DU-145	PC-3	SF-268
37	91.2&61.9	105.1&56.4	94.2&102.5	103.8&85.0
38	112.9	99.4	99.1	98.7
39	101.3	91.2	87.6	71.8
40	97.8	101.4	97.9	87.1
41	106.5	107.1	90.0	110.4
42	104.0	108.4	103.0	106.8
43	97.7	104.5	94.0	92.5
44	88.9	105.3	91.1	98.1
45	-8.3*	36.6	50.5	10.2
46	99.8	103.7	100.5	96.5
47	32.6	103.4	31.8	78.3
48	72.0	75.4	72.4	90.1

Continuation.
nr	SMILES	OVCAR-5	OVCAR-3	OVCAR-8	OVCAR-4	SK-OV-3
49	O=C(c1ccccc1)c1ccc2nc(-c3ccccc3Br)[nH]c2c1	-65.8*	-80.3*	12.6	-54.8*	24.0
50	CCCCCCCCCCCCCCCCCCOc1ccccc1CC(=O)OCC[N+](C)(C)C	31.8	16.5	5.1*	20.0	56.2
51	CCCCCCCCCCCCCCCCCC(O)(CC)CC	111.0	121.1	113.1	106.9	105.9
52	Cc1cccc2c3c(sc12)C(c1ccc(Cl)cc1)C(C#N)=C(/N=C/c1ccc(Cl)cc1)O3 (stereo not given)	24.6	-2.5*	25.0	52.9	59.0
53	CCOC(=O)c1sc2ccc(NCc3cnc[nH]3)cc2c1NC(=O)c1ccccc1	103.6	98.0	88.9	88.7	91.3
54	COC(=O)c1ccc(Br)cc1	114.3	104.4	96.5	108.8	111.8
55	O=C(N/N=C/c1ccc(Br)o1)c1[nH]c2ccc(Br)cc2c1-c1ccccc1	-21.8*	-28.6*	-35.9*	-17.2*	22.0
56	O=S(=O)(Nc1ccc2ccccc2c1)c1ccccc1	90.7	109.8	98.1	103.3	90.8
57	Fc1ccc(NCc2nnc(-c3ccc(Cl)cc3)o2)cc1	86.9	79.6	79.9	69.2	81.5
58	Cc1cc(=O)oc2cc(OCCOc3ccc(/C=C/C(=O)N4CCOCC4)cc3)ccc12	107.5	.	97.9	106.4	117.5
59	CCc1ccc(-c2ccc(-n3nc(C)c(C#N)c3N)cc2)cc1	107.8	106.2	98.4	77.3	122.3

nr	U251	DU-145	PC-3	SF-268
49	-94.7*	-76.0*	-19.4*	-2.6*
50	-76.6*	36.1	5.8*	15.0
51	106.6	114.5	83.8	102.9
52	24.4	20.1	11.0	44.6
53	96.5	111.0	97.2	99.6
54	99.1	100.5	100.5	100.6
55	-75.3*	-44.6*	7.7*	-12.2*
56	85.9	99.6	88.8	98.9
57	77.8	95.5	54.3	77.9
58	92.2	99.5	93.8	109.4
59	81.6	85.5	74.9	104.6
